ABCB1 inh: ABCB1 efflux pump inhibitors, primary screen, cell-based, multiplex, flow cytometry, ABCG2 counter-screen; CCRF-Adr cells, JC-1 efflux; inhibition, % at 6.6 µM; 190,000 compounds, 0.067% hits; AID 1326, 2008; in the data active means inhibition above about 40%;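 further: 0% = vehicle and 100% = reference inhibitor; higher value means more JC-1 retained so stronger ABCB1 efflux block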
Bcl-2 Bim block: inhibitors of Bim-Bcl-2 binding, primary screen, biochemical, multiplexed, human Bcl-2 family; inhibition, % at 10 µM; Bead-based flow cytometry, Bim peptide-Bcl-2 binding; 190,000 compounds, 0.06% hits; Apoptosis regulator Bcl-2 (Homo sapiens), P10415; in the data active means inhibition above about 40%; inconclusive means no clear call, values can overlap the other calls;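 further: 0% = no compound wells with probe peptide and 100% = reference peptide inhibitor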
ABCG2 block: ABCG2 efflux pump inhibitors, primary screen, multiplex with ABCB1, IgMXP3 cells, flow cytometry; JC-1 efflux; inhibition, % at 6.6 µM; Broad substrate specificity ATP-binding cassette transporter ABCG2 (Homo sapiens), Q9UNQ0; 190,000 compounds, 0.1% hits;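 active means inhibition above 80%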;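 further: 0% = DMSO and 100% = nicardipine control wells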
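System: two drug-resistant human cell lines, ABCG2 and ABCB1; controls: nicardipine high and DMSO low controls; times: 10 min exposure at 25 °C with rotation, no wash; detection: flow cytometry of retained JC-1 fluorescence; read-out basis: percent efflux inhibition, scaled nicardipine 100% to DMSO 0%; doses: one concentration, 6.6 µM final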
Bim-Bcl-B: inhibitors of Bim-Bcl-B binding, primary screen, biochemical, multiplexed, human Bcl-2 family | bead-based flow cytometry, Bim peptide-Bcl-B binding | inhibition, % at 10 µM | 190,000 compounds, 0.073% hits;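 further: 0% = tracer peptide without compound and 100% = reference inhibitor peptide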
Target sequence (Q9HD36 whole entry, looked up): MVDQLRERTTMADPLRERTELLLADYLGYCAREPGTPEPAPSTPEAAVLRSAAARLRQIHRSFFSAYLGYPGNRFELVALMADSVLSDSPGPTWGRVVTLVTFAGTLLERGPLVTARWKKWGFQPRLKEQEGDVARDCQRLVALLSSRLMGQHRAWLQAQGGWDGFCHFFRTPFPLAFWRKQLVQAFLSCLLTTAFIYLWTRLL
Bcl-W Bim block: inhibitors of Bim binding to Bcl-W, primary screen, biochemical, multiplexed, bead-based flow cytometry | 190,000 compounds, 0.02% hits | Bim peptide-Bcl-W binding | Bcl-2-like protein 2 (Homo sapiens), Q92843 | inhibition, % at 10 µM;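 further: 0% = bound tracer without compound and 100% = peptide blocker; higher means less fluorescent Bim peptide bound to Bcl-W beads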
Target sequence (Q92843 whole entry, looked up): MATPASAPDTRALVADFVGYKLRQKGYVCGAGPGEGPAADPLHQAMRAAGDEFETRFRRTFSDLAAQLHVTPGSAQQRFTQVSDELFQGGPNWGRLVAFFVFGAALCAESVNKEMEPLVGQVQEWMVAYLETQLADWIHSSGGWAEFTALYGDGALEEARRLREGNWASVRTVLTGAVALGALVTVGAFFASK
GSH fluor: compound fluorescence on glutathione beads, profiling panel, artefact control, biophysical, 488/530 nm, flow cytometry; GSH beads flow cytometry, compound fluorescence 488/530 nm; hits give high values; fluorescence (KMESF) at 10 µM; 190,000 compounds, 0.25% hits; AID 1776, 2009; in the data active means fluorescence above about 89;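 further: glutathione beads carrying GST-tagged Bcl family fusion proteins plus one bare bead set; values are compound well signal with DMSO vehicle wells as background; inactives centre near 16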
RGS4-Gao reg: modulators of RGS4 binding to Galphao, primary screen, biochemical, multiplexed bead flow cytometry; Guanine nucleotide-binding protein G(o) subunit alpha (Homo sapiens), P09471; actives lie on both sides; binding response (% of control), % at 10 µM; 220,000 compounds, 0.33% hits; in the data active means binding response below about 49% or above about 150%; inactive means in between;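 further: fluorescent Galphao activated with aluminum fluoride binding bead-coupled RGS4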
Target sequence (P09471 whole entry, looked up): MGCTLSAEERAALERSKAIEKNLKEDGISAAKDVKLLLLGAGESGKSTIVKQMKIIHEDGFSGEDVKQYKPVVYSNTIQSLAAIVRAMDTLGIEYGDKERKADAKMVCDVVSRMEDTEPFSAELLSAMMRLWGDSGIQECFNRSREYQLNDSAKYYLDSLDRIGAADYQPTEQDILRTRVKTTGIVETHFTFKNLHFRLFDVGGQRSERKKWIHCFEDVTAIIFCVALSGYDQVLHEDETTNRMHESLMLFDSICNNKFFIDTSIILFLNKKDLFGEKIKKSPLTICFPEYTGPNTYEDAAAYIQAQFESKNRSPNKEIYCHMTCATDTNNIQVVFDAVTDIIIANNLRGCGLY
Bim-Bcl-XL: inhibitors of Bim-Bcl-XL binding, primary screen, biochemical, multiplexed, bead flow cytometry, human Bcl-XL; Bim peptide-Bcl-XL binding, fluorescence; inhibition, % at 10 µM; 190,000 compounds, 0.04% hits; AID 1007, 2008
RGS7-Gao: RGS7-Galphao binding modulators, primary screen, biochemical, multiplexed bead flow cytometry | Guanine nucleotide-binding protein G(o) subunit alpha (Homo sapiens), P09471 | actives lie on both sides | binding response (% of control), % at 10 µM | 220,000 compounds, 0.35% hits; in the data active means binding response below about 49% or above about 150%; inconclusive means no clear call, values can overlap the other calls; inactive means in between;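 further: fluorescent Galphao held in activated GDP-AlF4 state binding bead-coupled RGS7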
RGS8-Gao: RGS8-Galphao binding modulators, primary screen, biochemical, multiplexed bead flow cytometry | Guanine nucleotide-binding protein G(o) subunit alpha (Homo sapiens), P09471 | actives lie on both sides | response (percent of control binding), % at 10 µM | 220,000 compounds, 0.34% hits | AID 1423, 2008; in the data active means response below about 60% or above about 140%; inactive means in between;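 further: Galphao activated as the GDP aluminium fluoride complex binding bead-coupled RGS8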
Bfl-1 Bim block: inhibitors of Bim binding to Bfl-1, primary screen, biochemical, multiplexed, bead-based flow cytometry | Bcl-2-related protein A1 (Homo sapiens), Q16548 | 190,000 compounds, 0.12% hits | inhibition, % at 10 µM | Bim-Bfl-1 binding inhibition | AID 1008, 2008;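 further: 0% = wells without compound plus tracer and 100% = blocker peptide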
Active calls of the source: *; u = inconclusive. Unless noted, no stated cut-off is given here; in the data, active means inhibition above about 40%.

canonical_smiles,ABCB1 inh,Bcl-2 Bim block,ABCG2 block,Bim-Bcl-B,Bcl-W Bim block,GSH fluor,RGS4-Gao reg,Bim-Bcl-XL,RGS7-Gao,RGS8-Gao,Bfl-1 Bim block
CCOc1ccc(CN2CCNC(=O)C2CC(=O)NCCC2=CCCCC2)cc1 (configuration not stated),0.2,-6,0,-7,0,52,101,-4,98,103,-13
OCCC1CN(Cc2ccc(Oc3ncccn3)cc2)CCN1C1CCCC1 (configuration not stated),0.7,-4,1,-6,-1,8,98,-5,98,100,-5
Cc1c(NC(=O)c2c(F)cccc2F)c(=O)n(-c2ccccc2)n1C,0.2,-1,0,-5,-1,42,101,-3,99,100,-2
N#CCSc1nnc(COc2cccc3ccccc23)n1-c1ccccc1,0.8,-6,6,-6,-3,25,102,-3,104,100,-3
O=C(O)C1CCN(S(=O)(=O)c2ccc(N3CCOCC3)c([N+](=O)[O-])c2)CC1,2.2,-2,2,0,-2,15,102,-1,98,103,-4
COc1ccc(OC)c(C2Nc3c(Cl)ccc(C(=O)O)c3C3C=CCC32)c1 (configuration not stated),-0.3,0,-1,-2,0,17,105,0,103,104,2
COC(=O)c1oc2ccc(Br)cc2c1-n1cccc1,0.4,-12,2,0,0,51,96,-7,99,89,0
O=C(NC1CCCCC1)Nn1c(-c2ccccc2)nc2ccccc2c1=O,0.0,-6,-1,-6,-6,12,99,-6,99,99,-6
O=C(CCCCCC(=O)N(CCO)CCO)N(CCO)CCO,-2.2,-6,-2,-6,-2,32,107,0,106,104,-8
OCCCc1nc2n(n1)C(c1ccccc1Cl)C=C(c1cccs1)N2 (configuration not stated),0.6,-5,2,-2,-3,10,97,-1,101,98,-1

A few values from above:
Entry of N#CCSc1nnc(COc2cccc3ccccc23)n1-c1ccccc1 in RGS4-Gao reg: 102
Entry of O=C(NC1CCCCC1)Nn1c(-c2ccccc2)nc2ccccc2c1=O in Bfl-1 Bim block: -6
Entry of COC(=O)c1oc2ccc(Br)cc2c1-n1cccc1 in Bcl-W Bim block: 0

Carrying on.
canonical_smiles,ABCB1 inh,Bcl-2 Bim block,ABCG2 block,Bim-Bcl-B,Bcl-W Bim block,GSH fluor,RGS4-Gao reg,Bim-Bcl-XL,RGS7-Gao,RGS8-Gao,Bfl-1 Bim block
COC(=O)CN1C(=O)N/C(=C/c2ccc(C)o2)C1=O,0.3,-5,2,-5,-9,13,95,-3,94,99,-3
COc1ccc(C(=O)NN(C)c2nc(-c3ccccc3)cc(C)c2S(C)(=O)=O)cc1,0.4,0,3,-3,0,5,104,-5,105,100,-12
CCN(CC)C(=O)Cn1nnc(-c2ccc(S(C)(=O)=O)cc2)n1,0.8,8,6,4,4,14,107,2,104,107,6
COc1ccc(C2(c3ccc(OC(C)=O)cc3OC(C)=O)CC(c3ccccc3)NC(=S)N2)cc1 (configuration not stated),-1.7,3,-12,-1,1,13,97,0,103,98,6
CC1CCN(S(=O)(=O)c2ccc(NC(=S)NC(=O)c3ccc(Cl)cc3)cc2)CC1,-0.2,-7,5,-12,-6,23,101,-7,103,100,-19
Cc1c(/C=N/N=C2\CCC3C4CCc5cc(O)ccc5C4CCC23C)cnn1C (configuration not stated),1.2,1,7,0,0,23,103,-1,101,105,-1
O=C(NC1CCCCC1)C(c1ccc(F)cc1)N(CCc1ccccc1)C(=O)CN1C(=O)c2ccccc2S1(=O)=O (configuration not stated),-0.2,0,-3,-4,-4,11,109,-6,108,105,2
O=C(Nc1sc2c(c1C(=O)c1ccccc1)CCCC2)c1cccnc1,3.3,1,15,-8,-2,6,101,-4,101,103,0
CCOC(=O)Cn1c(=NC(=O)CN2C(=O)CCC2=O)sc2cc(S(N)(=O)=O)ccc21,1.1,0,4,-8,-4,5,100,-8,99,99,-1
Cc1ccc(-c2nc(N/N=C/c3cccc([N+](=O)[O-])c3)c3ccccc3n2)cc1,-0.2,-6,-1,-5,-1,14,101,-3,102,99,-2
CCOc1ccc2c(c1)s/c(=N\S(=O)(=O)c1ccc(OC)cc1)n2C(F)F,1.1,-8,24,-11,-3,34,101,-8,99,100,-16
COc1cc(C2OC(c3cc(OC)c(OC)c(OC)c3)C(C)C2C)cc(OC)c1OC (configuration not stated),1.2,-4,3,1,-2,20,100,-1,100,100,-6
Cc1cc(C)c2ccc(NN)nc2c1O,0.3,-1,1,0,0,11,99,-3,97,99,0
CN(C)CCCN(C(=O)CCSc1ccccc1)c1nc2cc3c(cc2s1)OCO3,0.8,-1,1,-8,0,14,107,-4,108,105,-3
Cc1ccc(S(=O)(=O)NCc2csc(C)n2)c(C)c1,1.4,-5,9,-6,0,14,100,-3,101,102,-7
CC(=O)Nc1ccc(NC(=S)NC(=O)/C=C/c2ccccc2)cc1,-0.5,-2,2,-2,1,9,102,-2,u,102,-3
O=c1oc2ccccc2c(O)c1/C=N/c1ccccn1,-0.3,-5,-1,-3,-2,263*,104,-16,104,103,-3
Cc1ccc(C)c(NC(=O)Cn2nnc(C(=O)NCc3cccs3)c2N)c1,0.3,-2,2,-4,-4,14,86,-7,89,96,-1
Cc1cc(NC(=O)CCC(=O)N(Cc2ccco2)C(C(=O)NC2CCCCC2)c2cccs2)no1 (configuration not stated),0.5,2,1,0,-1,23,98,1,102,101,-4
Cc1cccc(Cl)c1OCCCCn1ccnc1,0.1,-2,1,-1,0,12,103,0,101,103,-2
O=C(O)Cc1ccc(C(=O)c2ccccc2)s1,0.9,1,2,-2,2,9,83,0,72,84,-2
OCCC1CN(Cc2cccn2-c2nccs2)CCN1Cc1ccc(F)c(F)c1 (configuration not stated),0.3,-6,2,-5,-2,11,96,-2,106,99,-8
CC(OC(=O)CCCSc1nc2ccccc2s1)C(=O)NC(N)=O (configuration not stated),0.4,-3,4,0,0,15,102,0,105,102,-6
COc1ccc(CNC(=O)/C=C/c2cc([N+](=O)[O-])ccc2OC(F)F)cc1OC,0.3,-2,0,-2,1,12,80,1,88,96,1
CC(C)(C)NC(=O)c1cc([N+](=O)[O-])ccc1N1CCCCC1,0.3,-4,32,-6,-2,11,103,-8,103,104,-6
COc1ccc2[nH]c(C)c(C(=O)CN(C)C)c2c1,0.0,-9,7,-11,-6,28,98,-12,98,99,-21
COc1ccccc1C(c1nnnn1C(C)(C)C)N1CCN(Cc2ccccc2)CC1 (configuration not stated),1.5,4,1,-3,-4,15,106,-2,104,96,2
Cc1cccc(CCNC(=O)C2CCC(CNc3c(N4CCCC4)c(=O)c3=O)CC2)c1 (configuration not stated),0.5,-9,2,-6,0,23,106,-3,109,104,-14
Cc1ccc(S(=O)(=O)Cc2ccc(C(=O)NCCCN3CCCC3=O)o2)cc1,0.0,-6,0,-8,-6,11,102,-6,99,101,-9
O=C(CSc1n[nH]c(-c2ccccc2Br)n1)NC(=O)NCc1ccco1,0.4,0,5,-4,-4,12,96,-2,96,98,-3
O=C(NNS(=O)(=O)c1ccc(F)cc1)C1CCN(Cc2cccc(F)c2)CC1,0.7,-8,1,-10,-2,11,95,-5,94,98,-14
COc1cc2c(cc1OC)C(C1C(=O)CC(C)CC1=O)N(C(=O)CCl)CC2 (configuration not stated),0.8,-6,5,-5,1,11,108,2,105,101,-6
Cn1c(-c2ccc(N)cc2)nc2ccccc21,0.1,0,1,-1,2,13,103,-1,101,103,-1
COc1ccc(NC(=O)CCCn2c(=O)c3sccc3n(Cc3cccc(C)c3)c2=O)cc1,7.1,-1,8,-8,-9,23,102,-7,108,101,-3
CN(CC(=O)N1CCN(c2ccc(F)cc2)CC1)S(=O)(=O)c1ccc2c(c1)c(=O)n(C)c(=O)n2C,1.2,-1,29,0,0,12,97,0,95,99,-3
CCOC(=O)C1CCCN(C(=O)c2ccc(Cn3c(=S)[nH]c4cc(C(=O)OC)ccc4c3=O)cc2)C1 (configuration not stated),0.5,0,-3,-8,0,14,106,-2,106,107,-2
CN1c2ccsc2/C(=N/Nc2ccc(F)cc2)CS1(=O)=O,-0.9,0,0,-5,3,23,99,2,100,98,18
Cc1ccc(OC(=S)Nc2ccccc2)c(C)c1,0.3,0,0,-36,-3,19,101,-4,102,100,2

Profiles from above. Screens in order: ABCB1 inh, Bcl-2 Bim block, ABCG2 block, Bim-Bcl-B, Bcl-W Bim block, GSH fluor, RGS4-Gao reg, Bim-Bcl-XL, RGS7-Gao, RGS8-Gao, Bfl-1 Bim block
Cc1ccc(C)c(NC(=O)Cn2nnc(C(=O)NCc3cccs3)c2N)c1 reads 0.3, -2, 2, -4, -4, 14, 86, -7, 89, 96, -1
CC1CCN(S(=O)(=O)c2ccc(NC(=S)NC(=O)c3ccc(Cl)cc3)cc2)CC1 reads -0.2, -7, 5, -12, -6, 23, 101, -7, 103, 100, -19

Bioassay records (PubChem BioAssay)
